# Screens from PubChem.
# HPDE-C7 viability: cytotoxicity in HPDE-C7 cells, cell-based, fluorescence, HTS (AID 430); HPDE-C7 pancreatic duct cells viability, fluorescence; higher % means a stronger effect; cytotoxicity, % at 10 µM, or EC50 in µM where a hit was titrated; 63,000 compounds, 1.8% hits;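 note: cells exposed to compound for 48 hours before viability readout; 0% = vehicle and 100% = reference cytotoxic drug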
# PMK inhibit: inhibitors of Streptococcus pneumoniae phosphomevalonate kinase | purified PMK, PK/LDH-coupled NADH absorbance 340 nm | inhibition, % at 10 µM | 65,000 compounds, 0.49% hits;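 active = top-ranked compounds by inhibition in the single 10 µM screen, taking a fixed number of the strongest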;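 note: 0% = full reaction with DMSO carrier and 100% = background rate without enzyme reaction; no value below 0 was filed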
# MK inhibit: S. pneumoniae mevalonate kinase inhibition. purified MK, PK/LDH-coupled NADH absorbance 340 nm. inhibition, % at 10 µM. 65,000 compounds, 0.48% hits;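 active = ranked among the strongest by inhibition in the single 10 µM screen, a fixed top-ranked set picked for dose follow-up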; note: no value below 0 was filed
# Bfl-1 inhibitors: Bfl-1 inhibitors, primary screen, biochemical, fluorescence polarization, FITC-Bid, mouse (AID 432) | FITC-Bid BH3 peptide fluorescence polarization displacement; higher % means a stronger effect | displacement, % at 20 µM, or IC50 in µM where a hit was titrated | 64,000 compounds, 0.02% hits; in the data active = a potency from the dose series; inactive = the rest, 99 in 100 with displacement below about 15%; note: strong numbers were not always called active
# TNAP inhibition: inhibition of tissue-nonspecific alkaline phosphatase – biochemical, luminescent (AID 518); purified TNAP enzyme, luminescent substrate readout; higher % means a stronger effect; inhibition, % at 20 µM, or IC50 in µM where a hit was titrated; 64,000 compounds, 0.09% hits; in the data active = a potency from the dose series; inactive = the rest, 99 in 100 with inhibition below about 22%;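 note: plate controls were vehicle for no effect and reference inhibitor for full effect; many of its hits are not listed in these tables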
# LYP inhibition: inhibition of human PTPN22 tyrosine phosphatase – biochemical, DiFMUP fluorescence, recombinant catalytic domain, 10 µM, primary screen (AID 606); recombinant LYP catalytic domain, DiFMUP fluorescence; higher % means a stronger effect; inhibition, % at 10 µM; hits with a dose series show IC50 in µM; 52,000 tested, under 10 active;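 active = IC50 under 40 µM in the dose-response test; inactive = IC50 of 40 µM or more, or never dose-tested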
# Spn DPM-DC inh: inhibitors of Streptococcus pneumoniae diphosphomevalonate decarboxylase. purified DPM-DC, PK/LDH coupled NADH fluorescence. calls only at 10 µM. 65,000 compounds, 0.49% hits. AID 556;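 active = the 320 compounds with the highest percent inhibition in the single-dose primary screen, excluding strongly autofluorescent ones, cut at about 32% in these data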;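 note: kinetic rate of NADH fluorescence loss reporting ADP formed by the decarboxylase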
# HT1080 cytotoxicity: cytotoxicity in HT1080 fibrosarcoma cells, cell-based, fluorescence readout (AID 620) | HT1080 viability, fluorescence; higher % means a stronger effect | 87,000 compounds, 0.42% hits | one-dose cytotoxicity, % at 10 µM; EC50 in µM for titrated hits;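 note: cells exposed to compound overnight then 4 h with Alamar Blue; 0% = vehicle DMSO and 100% = killing control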
# KRASV12 cytotoxicity: viability loss of HPDE-C7K cells – cell-based, fluorescence, HTS, primary screen (AID 431); HPDE-C7K KRASV12 cells, Alamar Blue viability, 48 h; higher % means a stronger effect; cytotoxicity, % at 10 µM, or EC50 in µM where a hit was titrated; 63,000 compounds, 1.7% hits;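 active = compounds whose percent cytotoxicity in the single-dose primary screen, scaled between solvent and toxic-drug controls, exceeds 50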;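 note: 0% = DMSO solvent wells and 100% = doxorubicin-treated wells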
# PMK inhibit pilot replicates: further read-out of PMK inhibit, marked with its call; inhibition, %; measured here: pilot screen replicates
# MK inhibit pilot replicates: second read-out of MK inhibit, no call of its own (marks repeat the call); inhibition, %; measured here: pilot screen replicates
# Spn DPM-DC inh pilot screen %: further read-out of Spn DPM-DC inh, marked with its call; inhibition, %; measured here: pilot screen trials
# Active calls of the source: *; i = inactive; . = no result given. Cut-off read from the data, not from the text of the source, unless noted: active = cytotoxicity above about 50%; inactive = the rest.
SMILES,HPDE-C7 viability,PMK inhibit,MK inhibit,Bfl-1 inhibitors,TNAP inhibition,LYP inhibition,Spn DPM-DC inh,HT1080 cytotoxicity,KRASV12 cytotoxicity,others
O=C(O)c1[nH]c2ccccc2c1NS(=O)(=O)Cc1ccccc1,13%,4,3,-2%,23%,.,i,2%,8%,
COCCCN(C(=O)Nc1ccccc1)C(C)c1ccncc1 (stereo not given),5%,0,5,4%,6%,14%,i,-2%,7%,
Fc1ccc(C(c2nnnn2Cc2ccco2)N2CCN(C3CCCCC3)CC2)cc1 (stereo not given),-3%,2,7,0%,6%,1%,i,7%,8%,PMK inhibit pilot replicates=0.0;MK inhibit pilot replicates=2.0;Spn DPM-DC inh pilot screen %=0.0
O=C(CSc1nc2ncccc2[nH]1)Nc1ccc2c(c1)OCCO2,-32%,6,6,11%,44%,-8%,i,3%,-10%,PMK inhibit pilot replicates=1.0;MK inhibit pilot replicates=0.0;Spn DPM-DC inh pilot screen %=0.0
CCCCC(C(=O)NCCC(C)C)N(CCCN1CCOCC1)C(=O)c1snc(C(N)=O)c1N (stereo not given),-5%,13,3,1%,2%,.,i,0%,-4%,
NC(=O)c1ccccc1OCC(=O)NS(=O)(=O)c1ccccc1,-27%,7,5,3%,10%,-10%,i,.,-17%,
CN(CP(=O)(O)CCc1ccccc1)S(C)(=O)=O,13%,0,10,1%,11%,-23%,i,-1%,5%,
COc1ccc(S(=O)(=O)NCCSc2ccccc2)cc1OC,4%,1,8,-3%,13%,9%,i,.,12%,
Cc1cc(C)n2nc(C(=O)Oc3ccc4c(c3)OCO4)nc2n1,14%,13,1,-5%,-9%,.,i,-1%,13%,
CCOC(=O)C1CCCN(c2nc3ccccc3nc2C(C#N)C(=O)OC(C)C)C1 (stereo not given),4%,7,3,-5%,7%,5%,i,15%,-5%,
CCOc1cc(N2C(=O)CC3CS(=O)(=O)CC32)c(OCC)cc1NC(=O)c1ccccc1 (stereo not given),-8%,16,8,-3%,6%,.,i,-2%,6%,
CC(=O)c1ccc(NC(=O)CSc2nnc(Cc3cccn3C)n2-c2ccc(F)cc2)cc1,-10%,0,1,10%,7%,-5%,i,9%,2%,
Cc1ccc(-c2[nH]nc3c2C(c2ccccc2OC(=O)N2CCOCC2)C(C#N)=C(N)O3)cc1 (stereo not given),-14%,7,0,-1%,0%,.,i,0%,-4%,
C(=N\n1cnnc1)/c1ccccc1OCCOc1ccccc1,-6%,5,1,0%,10%,7%,i,0%,-12%,
COc1ccc(CCn2nnnc2C(c2ccc(C)cc2)N2CCN(C)CC2)cc1OC (stereo not given),4%,12,9,5%,10%,14%,i,42%,-3%,
CS(=O)(=O)Nc1ccccc1Oc1ccccc1,2%,14,10,-3%,9%,7%,i,2%,-2%,
CCOc1cc(C2C3=C(CCCC3=O)N(C)C3=C2C(=O)CCC3)cc(Cl)c1O,5%,0,8,1%,18%,.,i,2%,10%,PMK inhibit pilot replicates=4.5;MK inhibit pilot replicates=0.0;Spn DPM-DC inh pilot screen %=4.5
C/C(Cl)=C\Cn1c(N2CCCC2)nc2c1c(=O)[nH]c(=O)n2C,.,14,10,-6%,9%,.,i,15%,.,
CCN(Cc1ccncc1)C(=O)c1cccs1,4%,12,4,-2%,12%,6%,i,24%,-3%,
O=C(CSc1nc(C2CCCCC2)n(-c2ccccc2)n1)NCCN1C(=O)CSC1=O,-12%,14,0,-7%,6%,-2%,i,-7%,-1%,PMK inhibit pilot replicates=4.0;MK inhibit pilot replicates=1.5;Spn DPM-DC inh pilot screen %=0.0
O=C(O)c1oc2ccccc2c1CN1CCN(c2ccccc2)CC1,4%,19,10,-2%,5%,-15%,i,15%,8%,
CCOc1ccccc1-n1c(SCC(N)=O)nnc1-c1ccco1,11%,3,9,-4%,2%,25%,i,-22%,4%,
Cc1ccccc1CSc1nc2n(n1)C(c1cccs1)C1=C(CCCC1=O)N2 (stereo not given),11%,10,1,-1%,9%,.,i,.,2%,
COc1cc(C2/C(=C(/O)c3ccc(F)cc3)C(=O)C(=O)N2CCCC(=O)O)ccc1O (stereo not given),-12%,3,6,-13%,4%,.,i,4%,-18%,
CCC(=O)Nc1cccc(-c2nc3ccccc3o2)c1,-17%,3,0,-7%,9%,4%,i,-3%,-21%,
Cc1ccc(S(=O)(=O)Cn2nnnc2C(C)N2CCN(C(=O)c3ccco3)CC2)cc1 (stereo not given),-20%,10,9,-1%,-3%,13%,i,-12%,-23%,
Cc1ccc(Cn2nnc3c(=O)[nH]c(C4CCN(C(=O)Cc5cccs5)CC4)nc32)cc1,1%,14,0,-4%,10%,.,i,1%,9%,
COC(=O)C(NC(=O)c1ccco1)(Nc1ccc(Br)cn1)C(F)(F)F (stereo not given),14%,6,0,0%,6%,7%,i,6%,2%,
CC(=O)Oc1c(C)cc(O)c2ccccc12,26%,2,5,4%,2%,7%,i,2%,23%,
COc1cccc2c1nc(C)c1cc(C)oc12,-6%,0,2,0%,5%,13%,i,-7%,-2%,
CC(C)N(Cc1nc(-c2ccccc2)no1)C(=O)c1ccc(Cl)cc1,-9%,7,2,-3%,10%,5%,i,-10%,2%,
CCOC(=O)c1[nH]c2cc3c(cc2c1NC(=O)CN1CCC(C)CC1)OCO3,-4%,0,9,2%,15%,8%,.,-1%,-6%,
Cc1cc(C)nc(SC2CCCCC2O)n1 (stereo not given),9%,2,8,-5%,7%,2%,i,2%,2%,
CCN(CC(=O)Nc1ccc2c(c1)CCC2)Cc1nc2ccccc2c(=O)[nH]1,0%,20,0,-9%,13%,12%,i,0%,6%,PMK inhibit pilot replicates=1.5;MK inhibit pilot replicates=0.0;Spn DPM-DC inh pilot screen %=0.0
CS(=O)(=O)N(CC(=O)O)c1ccc(Oc2ccccc2)cc1,-14%,0,0,0%,3%,-7%,i,2%,-12%,
CCc1ccc(NC(=O)N(CCCN2CCOCC2)C(C)c2cc3cccc(OC)c3o2)cc1 (stereo not given),1%,9,0,-2%,2%,-1%,i,-3%,10%,
O=C(CSc1nnc(-c2ccco2)o1)NC(=O)Cc1ccccc1,7%,16,4,0%,13%,1%,i,-6%,11%,
Cc1cccc2sc(NC(=O)c3ccc(Cl)s3)nc12,-2%,0,7,-1%,12%,3%,i,10%,-3%,
CC1CN(c2nc3c(c(=O)n(C)c(=O)n3C)n2Cc2c(F)cccc2Cl)CC(C)O1 (stereo not given),-7%,6,7,-7%,14%,3%,i,-5%,5%,
COC(=O)C(C(=O)Nc1cc(C)on1)C1CCCCCC1 (stereo not given),-13%,7,6,1%,7%,13%,i,-6%,-5%,
CCCCCC(=O)Nc1ccc(N2CCN(C(=O)c3ccccc3)CC2)cc1,3%,3,8,0%,2%,5%,i,0%,16%,
O=C(NCc1ccco1)c1cnn2c(C(F)F)cc(-c3ccccc3)nc12,8%,4,11,-2%,21%,.,i,-4%,14%,
CC(OC(=O)c1cc2sccc2n1C)C(=O)NCc1ccco1 (stereo not given),-7%,8,0,-12%,6%,6%,i,-7%,-5%,
COc1ccc(OC)c(NC(=O)Cn2c(CCC(=O)O)ccc2-c2cccs2)c1,3%,2,4,-7%,6%,6%,i,-2%,-7%,

# Not a retest: entries from further up.
SMILES,HPDE-C7 viability,PMK inhibit,MK inhibit,Bfl-1 inhibitors,TNAP inhibition,LYP inhibition,Spn DPM-DC inh,HT1080 cytotoxicity,KRASV12 cytotoxicity,others
O=C(O)c1[nH]c2ccccc2c1NS(=O)(=O)Cc1ccccc1,13%,4,3,-2%,23%,.,i,2%,8%,
COCCCN(C(=O)Nc1ccccc1)C(C)c1ccncc1 (stereo not given),5%,0,5,4%,6%,14%,i,-2%,7%,

# Structural class: those above containing an aryl methoxy group.
SMILES,HPDE-C7 viability,PMK inhibit,MK inhibit,Bfl-1 inhibitors,TNAP inhibition,LYP inhibition,Spn DPM-DC inh,HT1080 cytotoxicity,KRASV12 cytotoxicity,others
COc1ccc(S(=O)(=O)NCCSc2ccccc2)cc1OC,4%,1,8,-3%,13%,9%,i,.,12%,
COc1ccc(CCn2nnnc2C(c2ccc(C)cc2)N2CCN(C)CC2)cc1OC (stereo not given),4%,12,9,5%,10%,14%,i,42%,-3%,
COc1cc(C2/C(=C(/O)c3ccc(F)cc3)C(=O)C(=O)N2CCCC(=O)O)ccc1O (stereo not given),-12%,3,6,-13%,4%,.,i,4%,-18%,
COc1cccc2c1nc(C)c1cc(C)oc12,-6%,0,2,0%,5%,13%,i,-7%,-2%,
CCc1ccc(NC(=O)N(CCCN2CCOCC2)C(C)c2cc3cccc(OC)c3o2)cc1 (stereo not given),1%,9,0,-2%,2%,-1%,i,-3%,10%,
COc1ccc(OC)c(NC(=O)Cn2c(CCC(=O)O)ccc2-c2cccs2)c1,3%,2,4,-7%,6%,6%,i,-2%,-7%,
